Assay outcomes deposited in PubChem BioAssay by National Center for Advancing Translational Sciences (NCATS).
USP2a block – qHTS Assay for Inhibitors of Ubiquitin-specific Protease USP2a Using CHOP2 as the Reporter | hit rate 0.01% among 330,000 | Ubiquitin carboxyl-terminal hydrolase 2 (Homo sapiens), O75604 | AID 463254, 2010 | Potency, µM (highest dose often 38.3 µM), for inactives: at the highest dose activity change, negative = inhibition, hits mostly inhibitors | USP2 core, Ub-CHOP2 coupled fluorogenic reporter, 485/531;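 further: potency means the concentration at half of the fitted maximal effect; plate controls were DMSO wells for no effect and full inhibition by NEM control for full effect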
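USP2 core (10nM final) preincubated 30min RT with compound in 20mM Tris-HCl pH 8.0, 2mM CaCl2, 2mM beta-mercaptoethanol, 0.05% CHAPS; 25nM Ub-CHOP2 plus 25nM reporter substrate added, fluorescence (Ex485/Em531) read after 60min.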
Eya2 inh – qHTS Assay for Inhibitors of the Phosphatase Activity of Eya2 | Protein phosphatase EYA2 (Homo sapiens), O00167 | recombinant Eya2, OMFP fluorescence dephosphorylation (OMFP is methylfluorescein phosphate) | Potency, µM (series often up to 76.9 µM), inactives show at the top dose activity, negative = inhibition, usual class: inhibitors | hit rate 0.006% among 330,000; further: potency means the concentration at half of the fitted maximal effect; on the % scale 0 is the no-effect control and ±100 the full control effect
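Eya2 protein (added as 0.2 uM solution) was preincubated with compound for 10 min at ambient temperature in 50 mM HEPES pH 7.5, 50 mM NaCl, 5 uM MgCl2, 0.05% BSA, 1 mM DTT. OMFP (added at 50 uM) then reacted 10 min; fluorescence read at 485/525 nm.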
KCNH2 3.1 inh – qHTS for Inhibitors of KCHN2 3.1: Mutant qHTS | AID 720553, 2013 | hit rate 0.95% among 340,000 | U2OS KCNH2 3.1, thallium flux FluxOr; active compounds read low | activity change, % (tested at about 1.8 µM);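 active means maximum activity change below -70%; inconclusive means maximum activity change from -70% to -50%; inactive means maximum activity change above -50%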;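 further: thallium influx rate constant from kinetic fluorescence after stimulation buffer; on the % scale 0 is the no-effect control and ±100 the full control effect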
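Measured as rate of thallium-driven FluxOr signal in transduced U2OS cells carrying the 3.1 channel, read kinetically for 2 min upon stimulation; values are rate constants scaled to DMSO control wells.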
TSHR antagonist – Antagonists of the Thyroid Stimulating Hormone Receptor: HTS campaign | Thyrotropin receptor (Homo sapiens), P16473 | hit rate 0.2% among 330,000 | TSHR-expressing cells, TSH-stimulated cAMP HTRF, 2 h; active compounds read low | activity change, negative = inhibition, % at 11.5 µM;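 active means activity change below a set negative limit, meaning inhibition stronger than a set level, cut at about -70% in these data; inconclusive means activity change between two set negative limits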; further: on the % scale 0 is the no-effect control and ±100 the full control effect
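Read-out is FRET at 665 nm (cryptate excitation 337 nm) from a cryptate-tagged anti-cAMP antibody, competed by cell cAMP against cAMP-d2. Compounds are tested on freshly harvested TSHR cells challenged with 4nM TSH (EC80) for 2 hours at 37 deg C.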
A-T KAP1 phos – qHTS Assay for Identifying a Potential Treatment of Ataxia-Telangiectasia; […] A-T fibroblasts, KAP-1 phosphorylation AlphaLISA; neocarzinostatin DNA damage 30 min before lysis; Potency, µM (top dose mostly 57.5 µM), inactives show top-dose activation, most hits filed as activators; hit rate 0.19% among 320,000; AID 485349, 2010; further: potency means the concentration at half of the fitted maximal effect; % of control where 0% means no effect; nearly all actives have a fitted effect of over 45% in size
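hTERT-immortalized A-T patient fibroblasts ([…]), 500 cells/well in OPTI-MEM, 1% FBS, got compounds for 60 min, then NCS for 30 min at 37C. Lysates were then assayed for phospho-KAP-1 by AlphaLISA (anti-pKAP1 donor, anti-KAP1 acceptor beads), 6 hr at 25C.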
KCNH2 WT inh – qHTS for Inhibitors of KCHN2 3.1: Wildtype qHTS; Voltage-gated inwardly rectifying potassium channel KCNH2 (Homo sapiens), Q12809; U2OS, BacMam KCNH2, thallium flux FluxOr; active compounds read low; activity change, % at 1.84 µM; hit rate 0.37% among 340,000;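 active means maximum activity change below -70%; inconclusive means maximum activity change between -70% and -50%; inactive means maximum activity change above -50%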; further: on the % scale 0 is the no-effect control and ±100 the full control effect
Target sequence (Q12809 whole entry, looked up): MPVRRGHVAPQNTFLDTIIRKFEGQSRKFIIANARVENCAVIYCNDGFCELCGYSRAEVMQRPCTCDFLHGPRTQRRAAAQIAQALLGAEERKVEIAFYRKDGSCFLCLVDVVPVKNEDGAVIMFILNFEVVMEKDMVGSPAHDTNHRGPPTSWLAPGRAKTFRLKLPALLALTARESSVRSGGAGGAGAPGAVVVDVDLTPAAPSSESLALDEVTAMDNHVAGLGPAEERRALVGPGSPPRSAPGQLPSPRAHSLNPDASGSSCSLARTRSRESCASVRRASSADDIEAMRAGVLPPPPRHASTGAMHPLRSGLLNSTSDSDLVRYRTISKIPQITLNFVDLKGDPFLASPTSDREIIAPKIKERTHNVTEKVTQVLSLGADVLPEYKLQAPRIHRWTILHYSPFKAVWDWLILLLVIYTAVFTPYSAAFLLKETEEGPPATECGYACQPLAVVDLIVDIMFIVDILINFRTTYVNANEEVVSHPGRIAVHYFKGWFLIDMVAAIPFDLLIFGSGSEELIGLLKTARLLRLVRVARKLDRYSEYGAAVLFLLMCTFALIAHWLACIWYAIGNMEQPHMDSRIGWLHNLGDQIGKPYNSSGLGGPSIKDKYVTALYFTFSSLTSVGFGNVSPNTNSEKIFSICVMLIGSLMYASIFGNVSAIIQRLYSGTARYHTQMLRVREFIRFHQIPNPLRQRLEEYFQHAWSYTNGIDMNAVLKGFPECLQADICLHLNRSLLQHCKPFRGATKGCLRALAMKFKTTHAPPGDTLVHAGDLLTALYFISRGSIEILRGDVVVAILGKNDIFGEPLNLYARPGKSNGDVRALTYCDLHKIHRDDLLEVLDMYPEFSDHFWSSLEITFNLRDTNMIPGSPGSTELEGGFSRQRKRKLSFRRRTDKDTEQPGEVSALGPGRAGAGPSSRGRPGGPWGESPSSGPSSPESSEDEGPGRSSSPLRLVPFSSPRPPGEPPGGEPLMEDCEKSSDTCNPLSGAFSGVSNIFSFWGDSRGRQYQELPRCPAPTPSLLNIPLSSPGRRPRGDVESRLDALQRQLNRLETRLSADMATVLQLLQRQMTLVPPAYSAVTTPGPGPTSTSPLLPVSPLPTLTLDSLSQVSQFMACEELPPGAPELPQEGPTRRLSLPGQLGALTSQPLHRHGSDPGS
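U2OS cells were transduced with wild-type KCNH2 virus (2.03 x 10^8 / mL) for 4 h at room temperature, then cultured overnight at 37 C. Thallium flux was read with FluxOr dye. Rate constants were normalized to DMSO controls.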
TRPV1 agonist – HTS Assay for Compounds that Act as Agonists of the Vanilloid Receptor 1. TRPV1-expressing cells, Fluo-8 calcium influx, agonist mode. hit rate 0.19% among 320,000. Transient receptor potential cation channel subfamily V member 1 (Homo sapiens), Q8NER1. AID 540275, 2011. activation, % at 8.33 µM; in the data active means activation above about 80%; inconclusive means between about 30% and that limit; further: 0% is about no effect
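Fluo-8 calcium influx in TRPV1-expressing cells, kinetic read (ex 480/em 520 nm). Compound added and read 3 min for agonist activity, followed by capsaicin at EC20 final and 2 min further read for enhancement.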
TCR act – Activators of T cell receptors: qHTS campaign | Potency, µM (titrated, usually from 9.22 µM), inactives show top-dose activation of IL-2 secretion, actives largely listed as activators | 330,000 tested, under 10 active | AID 504894, 2011 | primary human leukocytes, anti-CD3, IL-2 HTRF, 48 h; further: % of control where 0% means no effect
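Primary human leukocytes were stimulated with a-CD3 beads plus compounds for 48 hr without co-stimulation; secreted IL-2 was quantified by HTRF using a-IL-2-K (europium cryptate) and a-IL-2-d2, excited at 320nm with acceptor emission read at 665nm.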
ELG1 repair inh – qHTS screen for small molecules that inhibit ELG1-dependent DNA repair in human embryonic kidney (HEK293T) cells expressing luciferase-tagged ELG1; HEK293T ELG1-luciferase reporter, luminescence, 16 h; DNA damage induced by 5-fluorouridine; hit rate 2.3% among 330,000; Potency, µM (top dose mostly 46.1 µM), inactives show top-dose activity change, negative = inhibition, most hits filed as inhibitors; AID 504467, 2011; further: potency means the concentration at half of the fitted maximal effect; on the % scale 0 is the no-effect control and ±100 the full control effect; nearly all actives have a fitted effect of over 55% in size
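Reporter activity after DNA damage by 5-fluorouridine is monitored. Compound-treated cells incubate 16 hr at 37 °C, then ONE-Glo is added for 30 min before luminescence reading.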
Mito fusion act – qHTS Assay for Small Molecule Inhibitors of Mitochondrial Division or Activators of Mitochondrial Fusion; Potency, µM (series often up to 46.1 µM), without a hit: at the highest dose growth rescue (activation), most hits filed as activators; S. cerevisiae fusion-defective mutant growth rescue, CellTiterGlo 48 h; hit rate 0.23% among 320,000; AID 485298, 2010;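 further: potency means the concentration at half of the fitted maximal effect; % of control where 0% means no effect; nearly all actives have a fitted effect of over 45% in size; temperature-sensitive fusion mutants such as fzo1-1 at 37 °C on non-fermentable ethanol glycerol medium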
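Compounds are tested for their ability to restore growth of mitochondrial fusion-defective yeast strains at non-permissive 37C in YPEG medium over 48 hours. Viability is quantified by luciferase luminescence.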
An asterisk follows results filed as active; ? = inconclusive; · = no result given; [ ] = dose if it differs, or a comment. Unless noted, the call rests on the fitted dose curve; in most records, active means well fitted curve in the direction sought with a large enough effect; inconclusive means small, poorly fitted or top-dose-only effect, or another doubt; inactive means no such curve, though single readings can be large; an effect the other way counts as inactive or inconclusive.

nr | molecule | A-T KAP1 phos | Eya2 inh | KCNH2 WT inh | KCNH2 3.1 inh | TCR act | TSHR antagonist | USP2a block | TRPV1 agonist | Mito fusion act | ELG1 repair inh
1 | CCN(CC)C(=O)CSc1nnc2c3ccccc3n(C)c2n1 | -2% | 6% | -6 | 11 | 5% | 1 | -9% | 2 | 5% | -1%
2 | O=C(CCN1C(=O)c2ccccc2S1(=O)=O)NCc1ccco1 | -10% | -29% | -5 | 15 | 3% | 0 | -1% | 2 | -3% | 29%
3 | CC(=O)NN1C(=O)c2ccccc2NC1c1ccc([N+](=O)[O-])o1 (stereo not drawn) | 0% | 12% | 7 | -8 | 1% | 6 | 22% | -1 | 0% | -16%
4 | O=c1[nH]c2ccc(NC(=S)Nc3ccc(Cl)cc3)cc2[nH]1 | 3% | -5% | 19 | -7 | 25% | 0 | 6% | -2 | -4% | 9%
5 | O=C(CSc1nnc(NC(=O)c2ccccc2Cl)s1)NC1CC1 | -8% | -9% | -3 | 0 | 4% | -3 | -1% | 4 | -9% | ?
6 | C=CCN(c1ccccc1)S(=O)(=O)c1cccc(C(=O)N2CC(C)CC(C)C2)c1 (stereo not drawn) | 4% | 2% | 15 | · | 2% | -15 | 3% | ? | -4% | ?
7 | COc1ccc(/C=C/C(=O)N(C)C2CCCCC2)cc1Br | 1% | -13% | 3 | -36 | -8% | -8 | 0% | 8 | 19% | ?
8 | COc1ccc(C2CC(c3ccc(F)cc3)=NN2c2ccccc2)cc1OC (stereo not drawn) | 8% | -15% | 1 | -5 | · | 2 | 2% | 2 | -4% | 5%
9 | COC(=O)[C@@H](Cc1c[nH]c2ccccc12)NC(=O)c1ccc2c(c1)OCO2 | -11% | -20% | -5 | 0 | 10% | -1 | 1% | 0 | -7% | 10%
10 | Cc1nc2sc(C(c3ccc(C(C)C)cc3)N3CCN(CCO)CC3)c(O)n2n1 (stereo not drawn) | -1% | -7% | 0 | 2 | -2% | -4 | -1% | 3 | -7% | 2%
11 | CN(c1ccccc1)S(=O)(=O)c1cccc(NC(=O)CCNC(=O)c2ccc([N+](=O)[O-])cc2)c1 | -14% | -9% | -6 | 0 | 3%[46.1 µM] | -5 | 1% | · | · | ?
12 | COc1ccc(/C=N\NC(=O)CC(=O)Nc2cccc(Cl)c2)cc1OC | 0% | 6% | -8 | 0 | 0% | 16 | 0% | 6 | -2% | 3%
13 | CC(C)(CO)CNC(=O)CCc1nnc(C2(c3ccc(Cl)cc3)CCC2)o1 | 6% | 1% | 0 | 5 | -2% | -10 | 1% | 0 | -3% | -11%
14 | COC(=O)Nc1ccc(OCC(=O)N2CCOCC2)cc1 | 9% | -2% | 3 | -2 | 0%[46.1 µM] | 2 | 2% | -1 | -1% | 2%
15 | COc1ccc(CNC(=O)CN(C(=O)CCC(=O)Nc2nccs2)c2ccc(C)cc2)cc1 | 5% | 9% | 8 | -24 | 2% | -1 | 6% | 2 | 6% | -6%
16 | Cc1ccccc1OCCSc1nc2ncnc(N)c2[nH]1 | 1% | 7% | -10 | -4 | -9% | -9 | 3% | ? | 16% | 10%
17 | Cc1ccc(-n2nc(C)c(C3(O)C(=O)N(C)c4ccccc43)c2N)cc1 (stereo not drawn) | 2% | -6% | 5 | 26 | -8%[46.1 µM] | -1 | 1% | 1 | -1% | 17%
18 | Cn1cc(CNC(=O)c2cc(-c3ccc(Br)cc3)nc3ccccc23)cn1 | -3% | -5% | -2 | 8 | -7% | -8 | 0% | ? | -3% | -7%
19 | Cc1ccc(C2=N/C(=C\c3ccc(OS(=O)(=O)c4ccc(C)cc4)cc3)C(=O)O2)cc1 | 1% | 0% | 18 | 3 | -3%[46.1 µM] | -9 | -1% | -1 | -1% | 10%
20 | O=C(CN1C(=O)NC2(CCCCC2)C1=O)Nc1ccccc1N1CCCCC1 | 5% | 3% | 3 | 2 | · | 16 | 4% | 5 | 0% | 0%

Arranged by value in TCR act (falling): 4 from the list above
no. | smiles | TCR act
1 | CCN(CC)C(=O)CSc1nnc2c3ccccc3n(C)c2n1 | 5%
15 | COc1ccc(CNC(=O)CN(C(=O)CCC(=O)Nc2nccs2)c2ccc(C)cc2)cc1 | 2%
13 | CC(C)(CO)CNC(=O)CCc1nnc(C2(c3ccc(Cl)cc3)CCC2)o1 | -2%
18 | Cn1cc(CNC(=O)c2cc(-c3ccc(Br)cc3)nc3ccccc23)cn1 | -7%

Entries by screen from above.
TSHR antagonist for nos. 8–14 → 2, -1, -4, -5, 16, -10, 2

The main list resumes, starting 2 compounds before the break.
nr | molecule | A-T KAP1 phos | Eya2 inh | KCNH2 WT inh | KCNH2 3.1 inh | TCR act | TSHR antagonist | USP2a block | TRPV1 agonist | Mito fusion act | ELG1 repair inh
19 | Cc1ccc(C2=N/C(=C\c3ccc(OS(=O)(=O)c4ccc(C)cc4)cc3)C(=O)O2)cc1 | 1% | 0% | 18 | 3 | -3%[46.1 µM] | -9 | -1% | -1 | -1% | 10%
20 | O=C(CN1C(=O)NC2(CCCCC2)C1=O)Nc1ccccc1N1CCCCC1 | 5% | 3% | 3 | 2 | · | 16 | 4% | 5 | 0% | 0%
21 | COc1ccccc1NC(=O)C(C)OC(=O)CSCC(=O)Nc1cc(C)on1 (stereo not drawn) | -7% | 3% | -9 | -7 | · | -14 | 2% | 0 | 0% | 10%
22 | CCOCCn1c(SCc2ccccc2)nc2c1c(=O)[nH]c(=O)n2C | -8% | -5% | -1 | 4 | 2% | -8 | 1% | -3 | 20% | 3%
23 | O=C(c1ccccc1)c1ccc(-n2cnnc2)c([N+](=O)[O-])c1 | 14% | 13% | -5 | 10 | -4% | -6 | 2% | 1 | -2% | 1%
24 | Cc1ccc(-n2cc(CNC(C)Cn3cncn3)c(-c3ccc(F)cc3)n2)cc1 (stereo not drawn) | 7% | -8% | 6 | 6 | · | 37 | -8% | -1 | -14% | ?
25 | COc1cccc(/C=C/C(=O)OCC(=O)Nc2ccc(S(=O)(=O)N3CCCC3)cc2)c1 | 8% | 1% | -2 | -10 | 0%[46.1 µM] | -1 | -8% | 13 | 12% | 14%
26 | Cc1cc(NC(=O)C(C)Oc2ccccc2)no1 (stereo not drawn) | -4% | -24% | 3 | 16 | -6% | 3 | 0% | 4 | 5% | 16%
27 | CN1C(=O)C(CC(=O)N2CCN(C(c3ccccc3)c3ccccc3)CC2)N(C)C1=O (stereo not drawn) | 10% | -36% | 6 | -6 | 2% | -9 | 0% | -1 | -4% | -1%
28 | CN(C)c1oc(-c2ccccc2[N+](=O)[O-])nc1C#N | -7% | 7% | 0 | -8 | -3% | -4 | 2% | 1 | 4% | 1%
29 | COC1CC(C)NC(=S)N1 (stereo not drawn) | -4% | 9% | 3 | 2 | 12% | 6 | -3% | -2 | 0% | ?
30 | Cc1cc(C(=O)NN)n[nH]1 | 3% | -8% | -2 | 5 | 1% | -9 | -1% | -1 | -3% | ?
31 | Cc1ccc(S(=O)(=O)NCC(=O)OCC(=O)N2CC(=O)Nc3ccccc32)cc1 | 1% | -2% | -13 | -9 | 6%[46.1 µM] | -6 | -2% | · | · | ?
32 | O=C1C2CCCN2C(=S)N1c1ccccc1 (stereo not drawn) | -12% | -11% | 6 | 15 | -2% | -11 | 1% | 2 | 7% | 9%
33 | O=C1CC(N2CCN(c3ccc(F)cc3)CC2)C(=O)N1Cc1ccc(N2CCCC2=O)cc1 (stereo not drawn) | 5% | 3% | -9 | 11 | 7% | -2 | 0% | 1 | -6% | ?
34 | COCCNC(=O)C1CC(c2cccc(F)c2)=NO1 (stereo not drawn) | 16% | 9% | -16 | 3 | 0% | -3 | -1% | 0 | -2% | 26%
35 | CCOC(=O)C1=C(C)n2c(s/c(=C3\C(=O)Nc4ccccc43)c2=O)=NC1c1ccc(OC)cc1 (stereo not drawn) | -3% | -12% | 21 | 17 | 0%[46.1 µM] | 4 | -3% | -3 | -3% | -2%
36 | CCOC(=O)CNc1ccc(C(=O)OCC)cc1[N+](=O)[O-] | -4% | 8% | -3 | 13 | 7%[46.1 µM] | 1 | 1% | -6 | -6% | 5%
37 | Cc1cc(Nc2ccc(F)cc2F)n2nc(C)nc2n1 | -1% | -13% | -8 | -8 | -2%[46.1 µM] | 10 | 0% | 1 | -3% | 0%

The list is partial; rates above refer to the full screens.
